Compound activity: PubChem, Johns Hopkins Ion Channel Center
Kir21 block: inhibitors of mouse Kir2.1 inward-rectifier potassium channel. Inward rectifier potassium channel 2 (Mus musculus), P35561. actives 0.85% (n = 310,000). HEK293-Kir2.1, FluxOR thallium flux fluorescence; hits give low values. AID 1672, 2009. B-score at 10 µM;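 active = fluorescence ratio B-score at or below minus 3 SD of library scores, with starting-brightness B-score within 2 SD, cut at about -4.2 in these data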;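 note: channel flux triggered by added potassium and thallium sulfate stimulus; B-score of peak minus minimum fluorescence over baseline after thallium stimulus; more negative B-score means stronger Kir2.1 block with less thallium influx; some compounds called inactive have numbers as strong as hits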
Target sequence (P35561 whole entry, looked up): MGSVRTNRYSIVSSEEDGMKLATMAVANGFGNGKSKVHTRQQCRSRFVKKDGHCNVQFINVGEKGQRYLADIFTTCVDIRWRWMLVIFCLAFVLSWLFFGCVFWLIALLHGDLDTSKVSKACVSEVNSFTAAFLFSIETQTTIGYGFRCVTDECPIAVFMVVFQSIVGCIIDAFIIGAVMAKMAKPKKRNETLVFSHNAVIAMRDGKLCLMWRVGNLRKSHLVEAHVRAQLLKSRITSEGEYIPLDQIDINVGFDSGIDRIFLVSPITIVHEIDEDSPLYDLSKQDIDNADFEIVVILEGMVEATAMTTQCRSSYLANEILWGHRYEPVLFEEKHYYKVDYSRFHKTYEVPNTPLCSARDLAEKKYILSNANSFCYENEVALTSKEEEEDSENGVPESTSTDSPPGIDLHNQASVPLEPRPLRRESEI
KCNQ2 block: KCNQ2 potassium channel inhibitors, primary screen, cell-based, CHO-K1, FluxOR thallium flux, B-score (AID 2156); 20 min; hits give low values; actives 1.1% (n = 310,000); B-score at 10 µM; Potassium voltage-gated channel subfamily KQT member 2 (Rattus norvegicus), O88943;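 active = fluorescence ratio B-score at most minus 3 library SDs, with starting brightness B-score within 2 library SDs, cut at about -5.5 in these data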
* marks the source's active call; other numbers are inactive results; i = inactive. No enrichment for hits; overall some 1.9% were active at least once.

SMILES	Kir21 block	KCNQ2 block
O=C(CN(Cc1ccccc1Cl)C(=O)c1csnn1)NC1CCCC1	1.07	i
O=C(Nc1ccccc1N1CCOCC1)c1ccccc1NS(=O)(=O)c1ccc(F)cc1	0.05	i
O=C(Nc1nccs1)c1cc(S(=O)(=O)N2CCOCC2)c(Cl)cc1Cl	-1.64	i
COc1ccc(-c2noc(N3CCC(C(=O)N(C)c4ccccc4)CC3)n2)cc1	-0.56	i
O=C(c1cccc(F)c1)N1CCN(C(=O)c2cc3nc(-c4ccco4)cc(C(F)(F)F)n3n2)CC1	-0.78	i
CC(=O)c1ccc(N2CCN(C(=O)C3(S(=O)(=O)c4ccc(Cl)cc4)CC3)CC2)cc1	-1.29	i
CCCCc1c(O)nc(SCC(=O)c2ccccc2)[nH]c1=O	-0.21	i
COc1cc(/C=C2\SC(N3CCCCC3)=NC2=O)cc(OC)c1OC	-0.04	i
COc1ccc(C(=O)COC(=O)CCN2C(=O)C3C4CC(C(Br)C4Br)C3C2=O)cc1 (stereo unspecified)	1.24	i
O=C(O)COc1ccc2oc3ccccc3c2c1	-0.5	i
CCOc1nc(NC2CCCCC2)nc(NC(C)(C)C)n1	-0.07	i
O=C(Nc1cccc2ccccc12)c1cccc([N+](=O)[O-])c1	1.88	i
CC(=O)C1=C(C)N(CC2CC2)C(=O)N[C@H]1c1ccc(Br)cc1	-1.64	i
COc1ccc(C[C@H]2CN3C(=NC[C@H]3Cc3ccccc3)N2CCNC(=O)CCC2CCCCC2)cc1	-6.11*	i
CCN(CC)CCCN(Cc1cc2cc(OC)c(OC)cc2[nH]c1=O)C(=O)Nc1ccccc1	0.52	i
CN(NC1OC(=O)c2ccccc21)c1ncc(Cl)cc1C(F)(F)F (stereo unspecified)	-0.37	i
N#Cc1cnn2cc(CCN3CCOCC3)c(-c3ccc(F)cc3)nc12	-0.11	i
CC(=O)c1ccc(S(=O)(=O)N2CCC(c3nc4ccccc4[nH]3)CC2)cc1	1.8	i
O=P(CCN1CCCCC1)(c1ccccc1)c1ccccc1	0.17	i
Cc1sc(-c2ccccn2)nc1OC(=O)c1cccc(Cl)c1Cl	0.09	i
Cc1cccc(Cn2c(N(C)Cc3ccccc3)nc3c2c(=O)[nH]c(=O)n3C)c1	-2.22	i
Cc1ccc(N=Nc2ccc3ccccc3c2O)cc1	-0.02	i
COc1ccccc1CN(C)S(=O)(=O)c1cccs1	2.17	i
COc1cccc(/C=C2\SC(N)=NC2=O)c1OS(=O)(=O)c1ccccc1	-0.98	i
COc1ccc(Cl)cc1NC(=O)CSc1nnc(-c2ccco2)o1	-0.25	i
COc1ccccc1C/C(N)=N/OC(=O)COc1cccc(C)c1C	0.27	i
CN(C)C(=O)c1ccc(NC(=O)CSc2nc3ccccc3[nH]2)cc1	1.61	i
CCO[C@H]1OC(C(=O)N2CCN(C)CC2)=C[C@@H](c2csc3ccccc23)[C@@H]1CCCO	-1.51	i
Cc1ccc(-n2c(=O)cc(NCc3cccnc3)[nH]c2=O)cc1	0.32	i
CCOc1ccc(S(=O)(=O)N(CC)CC(=O)NCc2cccnc2)cc1C	-1.58	i
O=C1c2ccccc2C(=O)N1Cc1nc2ccccc2c(=O)n1CCCN1CCOCC1	1.33	i
Cc1c(Br)c([N+](=O)[O-])nn1C(C)C(=O)N1CCc2ccccc2C1 (stereo unspecified)	-2.35	i
CC(C)(C)NS(=O)(=O)c1ccc(OCC(=O)NCCC2=CCCCC2)cc1	-0.16	i
CC(=O)c1ccc(N2CCN(C(=O)CCC(=O)c3cccs3)CC2)cc1	-0.29	i
Cc1cccc(NC(=S)N/N=C/c2cccc(O)c2)c1C	-1.79	i
FC(F)(F)c1nnc2c(Sc3ccccn3)nc3ccccc3n12	0.2	i
CCc1ccc(CN(C)C(=O)c2cc(COc3cccc(C(F)(F)F)c3)on2)nc1	-1.43	i
O=c1[nH]c(/C=C/c2cccc3ccccc23)nc2ccccc12	-0.47	i
Cc1cccc(N(CC(=O)N2CCCC2)S(=O)(=O)c2ccccc2)c1C	-0.3	i
CC1CCCCN1C(=O)CNCc1ccc(F)cc1 (stereo unspecified)	0.62	i
O=C(NNC(=O)C1CCN(c2ncccn2)CC1)c1ccccc1	-1.25	i
Nc1cc(C(=O)N2CCCC2)cc(C(=O)N2CCCC2)c1	0.35	i
COc1cccc(C(=O)OCc2ccccc2C#N)c1O	-0.04	i
CCC(C)NC(=O)c1ccc(-n2c(=S)[nH]c3ccccc3c2=O)cc1 (stereo unspecified)	2.83	i
O=C(NCc1nnc(SCC(=O)N2CCN(c3ccccc3)CC2)o1)c1ccccc1	0.69	i

Part of the list above in a different format.
| SMILES | Kir21 block | KCNQ2 block |
| --- | --- | --- |
| Cc1c(Br)c([N+](=O)[O-])nn1C(C)C(=O)N1CCc2ccccc2C1 (stereo unspecified) | -2.35 | i |
| O=c1[nH]c(/C=C/c2cccc3ccccc23)nc2ccccc12 | -0.47 | i |
| O=C1c2ccccc2C(=O)N1Cc1nc2ccccc2c(=O)n1CCCN1CCOCC1 | 1.33 | i |
| Cc1cccc(N(CC(=O)N2CCCC2)S(=O)(=O)c2ccccc2)c1C | -0.3 | i |

Carrying on.
SMILES	Kir21 block	KCNQ2 block
C=CCN1C=C2C(=O)C(C)(OC(=O)C3CCCC3)C(=O)C(c3ccccc3)=C2C=C1CCCC(=O)OC (stereo unspecified)	0.74	i
Clc1ccc(CNc2ccccc2NCc2ccc(Cl)nc2)cn1	0.05	i
COCCNS(=O)(=O)c1cc(OC)c(C)cc1C	1.55	i
CC(C)=CC(=O)N1CCCC(N2CCN(c3ccc(F)cc3)CC2)C1 (stereo unspecified)	1.97	i
CCOc1ccccc1NC(=O)Cn1c(=O)c2ccccc2n(CC)c1=O	1.61	i
C=CCn1cnc2c(nnn2-c2ccc(OC)c(OC)c2)c1=O	0.73	i
CC(=O)Nc1ccc(S(=O)(=O)Nc2cc(C)ccn2)cc1	0.07	i
CN(C)CCP(=O)(c1ccccc1)c1ccccc1	-0.62	i
CN(C)C(=S)NC1CCS(=O)(=O)C1 (stereo unspecified)	0.44	i
COc1ccccc1N1CCN(S(=O)(=O)CCNC(=O)CCCc2ccccc2)CC1	0	i
CSCCC(NC(=O)/C(=C/c1ccc2c(c1)OCO2)NC(=O)c1cccc([N+](=O)[O-])c1)C(=O)O (stereo unspecified)	0.41	i
COc1cc2c(cc1OC)C1C/C(=N\O)C(CC(C)C)CN1CC2 (stereo unspecified)	0.4	i
CC1CC(C)CN(S(=O)(=O)c2ccc3c(c2)n(C)c(=O)c(=O)n3C)C1 (stereo unspecified)	0.73	i
CCn1c(CC(=O)Nc2ccc(Cl)c(Cl)c2)nnc1SCc1ccc(Cl)cc1	-1.35	i
COc1ccc(COCC(O)CN2CCC(CN3C(=O)c4cccc5cccc(c45)C3=O)CC2)cc1OC (stereo unspecified)	0.15	i
Cc1sc(NC(=O)c2ccccc2)c(C(=O)N2CCN(C)CC2)c1C	2.3	i
Cc1ccc2c(CNCc3ccccc3)cc(=O)oc2c1	0.69	i
Cc1ccc(C(=O)COC(=O)c2cc(Cl)ccc2O)cc1[N+](=O)[O-]	1.44	i
O=C(COc1ccccc1Cl)NCCCNC(=O)c1cnccn1	0.19	i
CCOC(=O)N1CCC(N2CCCC(CO)(Cc3cccc(OC)c3)C2)CC1 (stereo unspecified)	1.12	i
Cn1nnc(NC(=O)c2ccc3ccccc3c2)n1	1.21	i
O=C(c1csc2ccccc12)N1CCN(c2ccc(Cl)c(Cl)c2)CC1	0.95	i
CCCCn1c(N)c(N(CCOC)C(=O)c2cccc(N3C(=O)c4ccccc4C3=O)c2)c(=O)[nH]c1=O	-0.87	i
Cc1occc1C(=O)N1CCN(c2ccc([N+](=O)[O-])cc2)CC1	-1.52	i
Cn1c(NN)nc2ccccc2c1=O	0.98	i
CCOc1ccc(-c2nc(CSc3nnc(C)s3)cs2)cc1OC	-0.37	i
CC(NC(=O)COC(=O)CSc1ccc(F)cc1)c1ccc(F)cc1 (stereo unspecified)	-2.43	i
CCNC(=O)NC(=O)C(C)SCc1ccccc1C (stereo unspecified)	-0.17	i
Cc1cc(C)cc(NS(=O)(=O)c2ccc(Oc3ncc(C(F)(F)F)cc3Cl)cc2)c1	0.39	i
COc1ccccc1NC(=O)NCC(=O)Nc1ccc(F)c(F)c1	-0.62	i
COc1ccc(Nc2nc(-c3ccccc3O)nc3ccccc23)cc1	-0.12	i
O=C(Nc1ccc(Cl)cc1)c1cc2nc(-c3ccco3)cc(C(F)(F)F)n2n1	2.22	i
O=C(NN1C(=O)C2C3CCC(O3)C2C1=O)c1ccc(Br)o1 (stereo unspecified)	-0.16	i
S=C(NCc1ccncc1)Nc1ccc(Cl)cc1Cl	-0.25	i
O=C(O)C1C2C=CC3(CN(Cc4ccccn4)C(=O)C13)O2 (stereo unspecified)	1.3	i
O=S(=O)(c1cccc2nsnc12)N1CCc2ccccc2C1	-0.82	i
CNC(=O)CSc1nc2nc(C)cc(C)n2n1	1.79	i
O=S(=O)(O)c1cccc(N=Nc2c(O)ccc3ccccc23)c1	-0.53	i
Cc1ccc(C(C(=O)NCc2ccc(F)cc2)N(C(=O)c2csnn2)C2CC2)o1 (stereo unspecified)	-1.32	-8.72*
COc1ccc(C(=O)CCC(=O)O)cc1	1.28	i
CCCCNCCCOc1cccc(Cl)c1	0.15	i
Cc1cc(C)c(NC(=O)CSc2nnc(-c3ccncc3)n2Cc2ccco2)c(Cl)c1	0.22	i
O=C(O)CCSCC(=O)Nc1c(C(=O)C2CC2)oc2ccccc12	-0.62	i
CCOC(=O)c1cccc(NC(=O)CCn2c(=O)oc3ccccc32)c1	-0.07	i
CCOC(=O)c1c(C)[nH]c(C(=O)OCCOc2ccc(Cl)cc2)c1C	-1.4	i
Cc1nc2ccc(OC(=O)c3ccccc3)cc2s1	-4.79*	i
CC(=O)N1CCN(S(=O)(=O)c2cccc(C(=O)N(Cc3ccccc3)c3cccc(C)c3)c2)CC1	-1.7	i
O=C(c1sc2ccccc2c1Cl)N1CCN(c2ncccn2)CC1	1.65	i
COC(=O)c1ccc(CNC(=O)COC(=O)C2CC3C=CC2C3)cc1 (stereo unspecified)	-0.17	i
CSCCC(NC(=O)c1ccc(Cl)cc1)C(=O)OCC(C)=O (stereo unspecified)	0.87	i
Cc1c(/C=N/NC(=O)c2ccccc2O)c2ccccn2c1C(=O)c1ccc(F)cc1	0.1	i
COc1ccc(CCNc2c(C)c(C)nc3ncnn23)cc1	-0.65	i
COc1ccc(C(=O)N2CC3(CC(c4cccc([N+](=O)[O-])c4)=NO3)C[C@H]2C(=O)NCC(N)=O)cc1 (stereo partly specified)	0.02	i
CCCCNc1nnc(Cc2ccc(Cl)cc2)c(=O)[nH]1	-1.76	i
O=C(NCc1ccccn1)Nc1cccc(Cl)c1Cl	0.02	i
O=C1CCN(Cc2ccc(O)cc2)CCN1[C@H](CO)c1ccccc1	-0.09	i
CC(CCc1ccccc1)NC(=O)C(=O)NCCO (stereo unspecified)	-0.92	i
O=C(CSc1nc(=O)n(CCCN2CCOCC2)c2c1CCCC2)Nc1cccc([N+](=O)[O-])c1	-0.49	i
O=C(Nc1ccc(C(=O)O)cc1)/C(=C\C=C\c1ccccc1)NC(=O)c1ccccc1Cl	0.25	i
O=[N+]([O-])c1cccc(-c2nnc(CNC3CC3)o2)c1	-2.48	i

Carrying on:
SMILES	Kir21 block	KCNQ2 block
N[C@@H](Cc1ccc(O)c(I)c1)C(=O)O	-0.09	i
Cc1cccc(C)c1NC(=O)CN(C)C(=O)c1ccc(N2C(=O)CCC2=O)cc1	-0.8	i
CC(NC(=O)c1ccccc1)c1nc2ccccc2n1Cc1ccc(C#N)cc1 (stereo unspecified)	0.04	i
CC(C)Cn1c(N)c(C(=O)CSc2nnnn2C)c(=O)n(C)c1=O	-0.02	i
Cc1cc2cc(CCNS(=O)(=O)c3ccc(F)cc3)c(=O)[nH]c2cc1C	-0.02	i
O=C(NCC(c1ccco1)N1CCN(c2ccccc2)CC1)c1ccc2c(c1)OCO2 (stereo unspecified)	0.31	i
N#CC(c1ccccc1)(c1ncc(C(F)(F)F)cc1Cl)N1CCOCC1 (stereo unspecified)	0.03	-7*
COC(=O)[C@]1(CC(C)C)N[C@H](c2ccc(-c3ccc(F)cc3)c(OC)c2)[C@@H]2C(=O)N(C)C(=O)[C@@H]21	2.38	i
O=C(CCN1C(=O)c2cccc3cccc(c23)C1=O)Nc1ccccc1	-0.76	i
CC(=Nc1ccc(O)cc1)c1sc2ccccc2c1O	0.72	i

One compound at a time (already shown). Values in the order: Kir21 block	KCNQ2 block
`N[C@@H](Cc1ccc(O)c(I)c1)C(=O)O` across the screens: -0.09	i
`O=C(NCC(c1ccco1)N1CCN(c2ccccc2)CC1)c1ccc2c(c1)OCO2` (stereo unspecified) across the screens: 0.31	i
`CC(C)Cn1c(N)c(C(=O)CSc2nnnn2C)c(=O)n(C)c1=O` across the screens: -0.02	i
`CC(NC(=O)c1ccccc1)c1nc2ccccc2n1Cc1ccc(C#N)cc1` (stereo unspecified) across the screens: 0.04	i
`Cc1cccc(C)c1NC(=O)CN(C)C(=O)c1ccc(N2C(=O)CCC2=O)cc1` across the screens: -0.8	i
